From PubChem BioAssay
TexasRed fluor = Total Fluorescence Counterscreen for Inhibitors of the Interaction of Thyroid Hormone Receptor and Steroid Receptor Coregulator 2; AID 1479, 2009; hit rate 0.29% among 280,000; Potency, µM (top dose mostly 106 µM), for inactives: at the top dose fluorescence change, negative = quenching; TRb/SRC2 Texas Red total fluorescence interference; active = well fitted curve in either direction with a large enough effect; inconclusive = small, poorly fitted or top-dose-only effect
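Flags fluorescent or light-absorbing compounds by total fluorescence, S + 2P, at 555 nm excitation and 632 nm emission. Mixture: 20 nM Texas Red SRC2 peptide, 0.6 uM human TRb LBD, 1 uM T3, 5% DMSO; compound exposure 5 h at ambient temperature.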
TRb-SRC2 inh = qHTS for Inhibitors of the Interaction of Thyroid Hormone Receptor and Steroid Receptor Coregulator 2 | Thyroid hormone receptor beta (Homo sapiens), P10828 | TRbeta-SRC2 peptide binding, fluorescence polarization; receptor liganded with 1 µM T3 | Potency, µM (titrated, usually from 106 µM), without a hit: at the highest dose activity change, negative = inhibition, actives largely listed as inhibitors | hit rate 0.065% among 280,000 | AID 1469, 2008;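 note: plate controls were bound peptide for no effect and peptide without receptor for full effect; nearly all actives have a fitted effect of over 50% in size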
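Compounds were added to 0.6 uM TRb ligand-binding domain and 20 nM Texas Red-labeled SRC2 peptide in Tris buffer containing 1 uM T3, incubated 5 hr at ambient temperature, then read by fluorescence polarization.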
GAA inhib = qHTS Assay for Inhibitors of Human alpha-Glucosidase as a Potential Chaperone Treatment of Pompe Disease. hit rate 0.005% among 200,000. Lysosomal alpha-glucosidase (Homo sapiens), P10253. purified human GAA, 4-MU-alpha-glucoside fluorescence. Potency, µM (series often up to 76.9 µM), without a hit: top-dose activity change, negative = inhibition, actives largely listed as inhibitors;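 note: plate controls were uninhibited enzyme wells for no effect and no-enzyme background for full effect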
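Read-out is 4-methylumbelliferone fluorescence (Ex 365/Em 440 nm) after NaOH/glycine stop at pH 10. Enzyme 4 nM, substrate 400 uM, pH 5.0 citrate buffer, 20 min room temperature; AC50 from Hill-equation concentration-response.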
RGS12 GoLoco inh = qHTS Assay for Inhibitors of RGS12 GoLoco Motif Activity (Red Fluorophore) | Guanine nucleotide-binding protein G(i) subunit alpha-1 (Homo sapiens), P63096 | Gai1:RGS12 GoLoco peptide FP, rhodamine, 10 min | Potency, µM (top dose mostly 61.6 µM), for inactives: at the highest dose activity, negative = inhibition, hits mostly inhibitors | hit rate 0.44% among 230,000; active = well fitted inhibition curve with a large enough effect, not every such curve was filed as active; inactive = no such curve, though single readings can be large or run the other way; note: nearly all actives have a fitted effect of over 30% in size; many of its hits are not listed in these tables
RECQ1 helicase = qHTS Assay for Inhibitors of RecQ-Like Dna Helicase 1 (RECQ1). ATP-dependent DNA helicase Q1 (Homo sapiens), P46063. RECQ1 DNA unwinding, red fluorescence kinetic read. Potency, µM (series often up to 57.3 µM), for inactives: at the highest dose activity, negative = inhibition, usual class: inhibitors. hit rate 0.54% among 240,000;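 note: plate controls were vehicle for no effect and no enzyme for full effect; nearly all actives have a fitted effect of over 30% in size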
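RECQ1T1 50 nM; forked duplex (20 bp + 30-nt ss tails) 200 nM, ATP 2 mM final; pH 8.0, 2 mM MgCl2, 2.5 ug/ml poly(dI-dC); 15 min compound preincubation; discontinuous kinetic read over 2 h at RT.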
GAA glycogen mod = qHTS Assay for Inhibitors and Activators of Human alpha-Glucosidase Cleavage of Glycogen. Lysosomal alpha-glucosidase (Homo sapiens), P10253. recombinant GAA, glycogen substrate, Amplex Red glucose oxidase fluorescence. Potency, µM (top dose mostly 76.4 µM), for inactives: at the highest dose activity change, negative = inhibition, usual class: inhibitors. hit rate 0.38% among 300,000;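 note: 0% = full enzyme reaction and -100% = no-enzyme basal signal; the screen sought inhibitors and activators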
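Recombinant human enzyme (4 nM); glycogen substrate; 37 C, 40 min, pH 5.0. Readout: coupled glucose oxidase/Amplex Red fluorescence.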
L3MBTL1 inh = qHTS Assay for the Inhibitors of L3MBTL1; Potency, µM (titrated, usually from 57.1 µM), without a hit: at the top dose activity, negative = inhibition, actives largely listed as inhibitors; Lethal(3)malignant brain tumor-like protein 1 (Homo sapiens), Q9Y468; AlphaScreen L3MBTL1–H3K9me1 peptide binding; hit rate 0.66% among 230,000; note: nearly all actives have a fitted effect of over 60% in size
Target sequence (Q9Y468 whole entry, looked up): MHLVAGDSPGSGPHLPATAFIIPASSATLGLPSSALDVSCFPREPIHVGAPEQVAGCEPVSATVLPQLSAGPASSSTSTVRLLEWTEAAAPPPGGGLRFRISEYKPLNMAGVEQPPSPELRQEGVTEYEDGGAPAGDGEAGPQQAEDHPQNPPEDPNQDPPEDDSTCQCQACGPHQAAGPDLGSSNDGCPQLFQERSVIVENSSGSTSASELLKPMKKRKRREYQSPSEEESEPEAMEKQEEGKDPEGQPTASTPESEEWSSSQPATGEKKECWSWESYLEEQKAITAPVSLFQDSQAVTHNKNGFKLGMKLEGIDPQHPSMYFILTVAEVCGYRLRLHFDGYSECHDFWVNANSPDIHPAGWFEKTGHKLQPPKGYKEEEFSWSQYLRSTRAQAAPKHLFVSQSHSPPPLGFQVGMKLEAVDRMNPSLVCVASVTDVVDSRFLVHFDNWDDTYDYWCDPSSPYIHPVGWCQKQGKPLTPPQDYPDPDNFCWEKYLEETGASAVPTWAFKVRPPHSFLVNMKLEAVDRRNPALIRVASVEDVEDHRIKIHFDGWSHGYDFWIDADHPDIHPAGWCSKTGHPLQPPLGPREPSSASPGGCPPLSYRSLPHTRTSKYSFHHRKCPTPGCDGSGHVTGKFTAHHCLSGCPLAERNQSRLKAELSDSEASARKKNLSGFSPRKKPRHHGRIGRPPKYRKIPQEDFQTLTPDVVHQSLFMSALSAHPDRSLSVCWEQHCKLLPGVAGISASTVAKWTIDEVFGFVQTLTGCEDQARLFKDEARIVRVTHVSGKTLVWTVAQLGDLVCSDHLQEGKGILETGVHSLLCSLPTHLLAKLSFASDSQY
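Read-out is AlphaScreen signal from streptavidin donor and nickel chelate acceptor beads (10 ug/mL final each) bridging L3MBTL1 (50 nM) and biotinylated K9-monomethylated H3(1-15) peptide (75 nM), after 30 min compound exposure at room temperature.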
GAA spleen mod = qHTS Assay for Inhibitors and Activators of Human alpha-Glucosidase From Spleen Homogenate; Potency, µM (titrated, usually from 79.9 µM), without a hit: at the top dose activity change, negative = inhibition, most hits filed as inhibitors; AID 2112, 2009; Lysosomal alpha-glucosidase (Homo sapiens), P10253; hit rate 0.006% among 240,000; human spleen homogenate, 4-MU-alpha-glucoside fluorescence;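 note: 0% = enzyme with vehicle and -100% = no enzyme basal signal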
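Compounds were titrated against alpha-glucosidase in spleen homogenate at pH 5.0, with 1 mM 4-methylumbelliferyl substrate for 40 min at 37 C. Reactions were quenched with pH 10 NaOH/glycine and fluorescence measured.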
The depositor's hits bear a star; i = inactive; ? = inconclusive; . = not tested or not shown; & = joins results of further samples; [ ] = remark or other dose. Unless noted, calls come from the whole dose curve; as a rule, active = well fitted curve in the direction sought with a large enough effect; inconclusive = small, poorly fitted or top-dose-only effect, or another doubt; inactive = no such curve, though single readings can be large; an effect the other way counts as inactive or inconclusive. Unless noted, % is set by controls: 0 for no effect and ±100 for the full control effect; potency is the fitted concentration of half-maximal effect.

SMILES	TexasRed fluor	TRb-SRC2 inh	GAA inhib	RGS12 GoLoco inh	RECQ1 helicase	GAA glycogen mod	L3MBTL1 inh	GAA spleen mod
C=C(C)CSc1nnc([C@@H](N)Cc2c[nH]c3ccccc23)o1	1%	14%	-15%	16%	-11%	4%	-4%	1%
C=C(C)C1Cc2c(ccc3c2OC2COc4cc(OC)c(OC)cc4C2C3=O)O1 (configuration not stated)	-1%	-2%	.	-3%	-18%	.	.	-10%
CCC12CN3CC(CC)(CN(C1)C3c1cccnc1)C2=O (configuration not stated)	-1%	-1%	-1%	1%	-1%	1%	4%	-2%
CCCCNC(=O)c1c(N)n(CCCOC)c2nc3ccccc3nc12	1%	?	?	-1%	?	-5%	.	3%
COc1ccc(NC(=O)N2CCC3(CC2)OCCO3)c(OC)c1	0%	-8%	-3%	-4%	13%	-7%	-2%	3%
COC(=O)[C@@]1(O)C[C@@H]2O[C@@]1(C)n1c3ccccc3c3c4c(c5c6ccccc6n2c5c31)C(=O)NC4	-1%	2%	.	.	-14%	.	.	3%
CN(C)P(=O)(C(Cl)=C(N1CCCCC1)N1CCCCC1)N(C)C	-6%	-1%	-10%	2%	-4%	-1%	0%	-8%
C#CCN1CCN(c2ccc(F)cc2)CC1	-2%	-2%	-6%	2%	i	17%	-2%	-4%
CC(=O)OC1CC(OC2C(O)CC(OC3C(O)CC(OC4CCC5(C)C(CCC6C5CC(O)C5(C)C(C7=CC(=O)OC7)CCC65O)C4)OC3C)OC2C)OC(C)C1OC1OC(CO)C(O)C(O)C1O (configuration not stated)	?	-6%	.	.	-9%	.	.	9%
CNCCc1ccccc1	3%	3%	.	-6%	i	-5%	.	1%
CCOC(=O)c1ccc(N2C(=O)CC(N3CCC(C#N)(c4ccccc4)CC3)C2=O)cc1 (configuration not stated)	3%	-8%	-8%	0%	-2%	1%	11%[11.4 µM]	3%
CSc1ncc(Cl)c(C(=O)O)n1	-4%	-6%	-9%	3%	i	6%	1%	-7%
Cc1nn(Cc2ccccc2)c(C)c1C(=O)NCc1ccccc1F	-2%	-7%	?	7%	-15%	5%	.	3%
CCOP(=O)(OCC)/C(C#N)=C/c1ccoc1	-1%	-9%	-4%	-4%	18%	1%	?	-2%
Cc1cc(C)cc(C(=O)OC2C[C@H]3CC[C@@H](C2)N3C)c1 (some centres not stated)	1%	-7%	.	3%	0%	.	.	5%
Cc1ccc(Cl)cc1-n1c(O)c(C=NCCCN2CCOCC2)c(=O)[nH]c1=O	0%	3%	3%	12%	-4%	-25%	11%	1%
O=C(CCN1CCOCC1)NCC(=O)Nc1ccc(Br)cc1C(=O)c1ccccc1	-2%	-1%	-3%	-12%	-12%	-2%	.	-17%
COc1cc(/C=N/n2cnnc2)ccc1OC(=O)N(C)C	0%	-5%	-1%	4%	11%	0%	33%[activator][11.4 µM]	3%
C=CCN=C(SCC(=O)c1ccc(Cl)cc1)c1c(O)n(C)c(=O)n(C)c1=O	-5%	-4%	.	-2%	-4%	3%	1%	-9%
O=C1CCCN1CC#CCN1CCCC1	-2%&0%&-1%&4%&-1%	8%&-6%&-3%&-4%&-3%	.	-13%&1%&4%&-1%&11%	6%&7%&-7%	3%	-4%	1%&1%&1%&1%&-6%
c1ccc(C2OCCN3CCCCC23)cc1 (configuration not stated)	-2%	7%	1%	7%	13%	15%	-2%	0%
O=C(O[C@@H]1Cc2c(O)cc(O)cc2O[C@@H]1c1cc(O)c(O)c(O)c1)c1cc(O)c(O)c(O)c1	-9%[201 µM]	4%[201 µM]	-4%[15.4 µM]	-4%	3.2µM*	?	.	2%
CCCCC(=O)Cl	-2%	3%	.	1%	-7%	.	.	10%
Nc1ccc(S(=O)(=O)N2CC3CC(C2)c2cccc(=O)n2C3)cc1 (configuration not stated)	0%	0%	1%	9%	-6%	7%	.	4%
Cc1nn(Cc2ccccc2)c(C)c1C=C1C(=O)NC(=O)NC1=O	-3%	0%	7%	10%	-9%	6%	-3%	3%
Cc1ccc(-c2nc(CS(=O)CC(=O)N3CCC4(CC3)OCCO4)c(C)o2)cc1 (configuration not stated)	-1%	2%	-7%	0%	1%	4%	5%	-10%
CSc1ccc(C(=O)C2CCCN(C)C2)cc1 (configuration not stated)	-5%	-3%	-4%	-3%	-3%	2%	-10%	-3%
Cc1ccc(S(=O)(=O)n2[nH]c(=O)cc2NC(=O)c2cccs2)cc1	-5%	-7%	.	-11%	-4%	-6%	35%[activator]	11%
CNC(=O)Oc1ccc(-c2cn3cc(Cl)ccc3n2)cc1	-3%	2%	-3%	-1%	-5%	-11%	1%	1%
CC(C)CC(NP(=O)(O)O[C@@H]1O[C@@H](C)[C@H](O)[C@@H](O)[C@H]1O)C(=O)NC(Cc1c[nH]c2ccccc12)C(=O)O (some centres not stated)	2%	-2%	.	7%	-8%	.	.	2%
O=c1[nH]c(=O)n(Cc2ccc(F)cc2)c(O)c1C=NCC1CCCO1 (configuration not stated)	3%	0%	-12%	-9%	i	-5%	13%	-7%
O=c1[nH]c2ccccc2c(=O)n1-c1cccc(Cl)c1	-4%	5%	?	3%	-6%	10%	6%	-7%
Cc1c(CCN)ccc2c1[nH]c1ccccc12	2%	5%	.	0%	-1%	4%	.	-3%
Cc1ccc(N2C(=O)NC(=O)/C(=C\c3ccsc3)C2=O)cc1C	5%	-11%	3%	30%[activator]	-18%	-8%	11%	-5%
Cc1ccccc1-n1c(O)c(/C=N/N2CCOCC2)c(=O)[nH]c1=S	-6%	-5%	-1%	232%[activator]	-13%	2%	-16%	-6%
C[C@]12N[C@H](Cc3ccccc31)c1ccccc12	9%&2%	5%&9%	.	11%	-6%&-5%	.	.	6%&6%

A different layout for part of the listing above.
mol: O=c1[nH]c2ccccc2c(=O)n1-c1cccc(Cl)c1
  TexasRed fluor: -4%
  TRb-SRC2 inh: 5%
  GAA inhib: ?
  RGS12 GoLoco inh: 3%
  RECQ1 helicase: -6%
  GAA glycogen mod: 10%
  L3MBTL1 inh: 6%
  GAA spleen mod: -7%
mol: Cc1c(CCN)ccc2c1[nH]c1ccccc12
  TexasRed fluor: 2%
  TRb-SRC2 inh: 5%
  GAA inhib: .
  RGS12 GoLoco inh: 0%
  RECQ1 helicase: -1%
  GAA glycogen mod: 4%
  L3MBTL1 inh: .
  GAA spleen mod: -3%
mol: Cc1ccc(N2C(=O)NC(=O)/C(=C\c3ccsc3)C2=O)cc1C
  TexasRed fluor: 5%
  TRb-SRC2 inh: -11%
  GAA inhib: 3%
  RGS12 GoLoco inh: 30%[activator]
  RECQ1 helicase: -18%
  GAA glycogen mod: -8%
  L3MBTL1 inh: 11%
  GAA spleen mod: -5%

Later entries
SMILES	TexasRed fluor	TRb-SRC2 inh	GAA inhib	RGS12 GoLoco inh	RECQ1 helicase	GAA glycogen mod	L3MBTL1 inh	GAA spleen mod
C/C(O)=C(/C#N)C(=O)Nc1cc(Br)ccc1Br	-3%	1%	.	8%	6%	.	.	?
Nc1ccc2c(c1)Cc1ccccc1-2	-5%	-6%	4%	-1%	-5%	1%	-16%	-5%
CCCCCn1c(=O)c(C(=O)NCc2ccccn2)c(O)c2ccccc21	-7%	3%	-14%	-5%	-1%	-5%	1%	-12%
CCOc1ccc(N=Cc2c(O)n(-c3ccc(C)c(C)c3)c(=O)[nH]c2=O)cc1	2%	-7%	.	-9%	i	0%	.	1%
CCC(=NCCCN(CC)CC)c1c(O)n(C2CCCCC2)c(=O)[nH]c1=O	1%	-14%	-10%	7%	-5%	-6%	-3%	-14%
CCCCCCN=C(C)c1c(O)n(CCCC)c(=O)[nH]c1=O	-1%	1%	1%	.	-6%	10%	0%	3%
CN1CCN(Cc2nc3ccccc3c(=O)[nH]2)CC1	-7%	1%	-3%	-11%	-5%	7%	.	-4%
Cc1ccc(N2C(=O)NC(=O)/C(=C/c3ccc(OC(=O)c4cccs4)cc3)C2=O)cc1	-2%	-4%	1%	-2%	-7%	-12%	-5%	-1%
COC(=O)C1=C(N)Oc2c(c(=O)oc3ccccc23)C1c1cccnc1 (configuration not stated)	-1%	3%	0%	17%	0%	2%	.	-1%
O=C(COc1ccccc1)N1CCN(C2CCCC2)CC1	-1%	8%	-4%	-10%	6%	4%	-5%	3%
O=C(c1ccccc1)c1cn(CC(=O)N2CCCC2)c2ccccc12	1%	2%	-6%[15.4 µM]	-2%	-7%	8%	-2%	3%
Cc1cccc(C)c1NC(=O)c1cccn(Cc2ccc3c(c2)OC(F)(F)O3)c1=O	0%	-4%	-9%	7%	-23%	-5%	1%	-8%
CCC(=Nc1ccc(OC)cc1OC)c1c(O)[nH]c(=O)[nH]c1=O	-2%	8%	3%	8%	-1%	-4%	5%	-1%
Cc1cc(C)n(CCOC(=O)C2C(C=C(Cl)Cl)C2(C)C)n1 (configuration not stated)	-8%	-5%	-7%	4%	-9%	5%	.	-8%
CCCCP(=O)(O)CCC(=O)O	-8%	-7%	-2%	2%	-10%	-2%	.	-18%
CCOC(=O)c1c(C)[nH]c(C(=O)C(C)N2CCCC2)c1C (configuration not stated)	-3%	-1%	1%	0%	-1%	9%	.	-12%
Cc1ccc(CN2CCN(CC(=O)N3CCC4(CC3)OCCO4)C2=O)cc1	4%	1%	-8%	10%	-1%	0%	.	1%
O=c1cccc2n1CC1CC2CN(Cc2c(F)cccc2Cl)C1 (configuration not stated)	-1%	-9%	4%	-8%	9%	5%	6%	-8%

Not all compounds are listed, so the mix of outcomes need not match the whole.
